# Screening data deposited in PubChem BioAssay by Sanford-Burnham Center for Chemical Genomics.
# TIM10 inh – growth inhibitors of isogenic TIM10 control yeast, primary screen, counter-screen for tim10-1 yeast inhibitor project, luminescence, uHTS. S. cerevisiae TIM10 strain growth, BacTiter-Glo luminescence, 24 h. 330,000 compounds, 1.4% hits. inhibition, % at 10 µM;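 active means inhibition of 40% or more at the single tested concentration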;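 further: wild-type TIM10 isogenic control strain grown at permissive 25 °C; 0% = DMSO yeast wells and 100% = minimal medium wells without yeast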
# NR3A LBD binder – binders of NR3A ligand-binding domain, primary screen, biophysical, differential scanning fluorimetry, uHTS; Glutamate receptor ionotropic, NMDA 3A (GRIN3A) ligand-binding domain; NR3A LBD differential scanning fluorimetry, Tm shift; 0% = protein alone, 100% = glycine-bound protein; Tm shift relative to glycine control, % at 25 µM; 340,000 compounds, 2.5% hits; AID 1259313, 2017;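 active means melting temperature shift of at least 10% of the positive control shift, at one fixed dose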
# Mdm2 MdmX PPI – inhibitors of human Mdm2-MdmX association, primary screen, cell-based, luminescence, split luciferase, SaOS-2, uHTS. Protein Mdm4 (Homo sapiens) + E3 ubiquitin-protein ligase Mdm2 (Homo sapiens), …. SaOS-2 split-luciferase Mdm2/MdmX complementation. inhibition, % at 8 µM. 330,000 compounds, 3% hits. AID 485346, 2010;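 active means inhibition of at least 50% at 8 µM in the primary screen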
# UPR CHOP act – activators of apoptotic CHOP UPR arm, primary screen, cell-based, CHO-CHOP luciferase reporter, luminescence, uHTS. UPR activation; percent of tunicamycin response over DMSO baseline. activation, % at 10 µM. 330,000 compounds, 0.34% hits;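 active means at 10 µM dose, activation of 40% or more, normalized to positive control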;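 further: 100% = tunicamycin at 10 µg/mL and 0% = DMSO alone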
#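 Material: CHO-CHOP cells, stable luciferase reporter of PERK-eIF2a-CHOP signalling; quantity: 500 reporter cells seeded per well; buffer or medium: F12 medium containing 10% fetal bovine serum; compound: one dose, 10 µM in 0.5% DMSO; incubation: 6 h compound treatment, 37 °C; measured by: Steady-Glo luciferase luminescence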
# tim10-1 inh – growth inhibitors of tim10-1 mutant yeast, primary screen, luminescence, uHTS. S. cerevisiae tim10-1 ts strain growth, BacTiter-Glo, 24 h. inhibition, % at 20 µM. 330,000 compounds, 2.2% hits;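 active means inhibition of at least 40%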;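 further: mutant grown at 25 °C; 0% = DMSO wells with yeast and 100% = wells holding no yeast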
# APJ ag – agonists of human apelin receptor APJ, primary screen, CHO-K1 cells, PathHunter beta-arrestin, luminescence; P35414; 0% DMSO wells, 100% apelin; activation, % at 20 µM; 330,000 compounds, 0.11% hits; AID 2520, 2010;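 active means activation more than six SD over the plate average, tested at 20 µM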;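 further: 0% = DMSO alone and 100% = apelin-13 at 10 nM; some results filed as inactive read as strong as hits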
# Target sequence (P35414 whole entry, looked up): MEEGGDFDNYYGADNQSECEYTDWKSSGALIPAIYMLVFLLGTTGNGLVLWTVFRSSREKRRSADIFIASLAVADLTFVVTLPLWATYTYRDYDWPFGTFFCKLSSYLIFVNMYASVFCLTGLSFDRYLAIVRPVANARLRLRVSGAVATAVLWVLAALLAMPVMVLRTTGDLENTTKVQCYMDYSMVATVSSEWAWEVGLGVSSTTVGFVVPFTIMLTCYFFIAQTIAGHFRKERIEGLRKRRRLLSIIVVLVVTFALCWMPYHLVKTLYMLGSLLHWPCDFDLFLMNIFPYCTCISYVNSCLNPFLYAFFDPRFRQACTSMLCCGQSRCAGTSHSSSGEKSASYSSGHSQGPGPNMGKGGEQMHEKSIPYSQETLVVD
#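 Assay system: CHO-K1 cells stably expressing ProLink-tagged human APJ and arrestin–beta-gal acceptor. Compound dosing: 20 µM single point, 1% DMSO. Times: 16-18 h seeding, 90 min dark compound exposure, 60 min detection. Detection: beta-gal luminescence. Evaluation: APJ–arrestin association signal. Controls: negative DMSO alone, positive Apelin-13 at 10 nM.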
# tim23-1 inh – growth inhibitors of tim23-1 mutant yeast, primary screen, luminescence, uHTS; 330,000 compounds, 1.3% hits; inhibition, % at 20 µM; S. cerevisiae tim23-1 growth, BacTiter-Glo luminescence, 24 h;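 active means growth inhibition of the mutant yeast at or above 50%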;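 further: temperature-sensitive mutant grown at 25 °C; plate controls were DMSO-treated mutant yeast for no effect and medium wells lacking yeast for full effect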
# UPR XBP1 act – activators of adaptive XBP1 UPR arm, primary screen, cell-based, CHO-XBP1 luciferase reporter, luminescence, uHTS. activation, % at 20 µM. 330,000 compounds, 0.33% hits. IRE1-XBP1 UPR activation; percent of tunicamycin response, DMSO as zero;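 active means versus positive control, 20 µM dose yields 30% or more activation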;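 further: 100% = tunicamycin at 10 µg/mL and 0% = DMSO only wells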
#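 incubation = overnight seeding at 37 °C, 6 h compound treatment at 37 °C | assay system = CHO-XBP1 cells stably carrying IRE1-XBP1-driven luciferase reporter | input = 1000 cells per well | detection = luciferase luminescence | dosing = single point, 20 µM final compound, 1% DMSO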
# NLRP3 yeast inh – NALP3 inflammasome inhibitors in reconstituted yeast, primary screen, luminescence, uHTS; 330,000 compounds, 0.39% hits; Yeast reconstituted NLRP3/ASC/caspase-1, beta-gal luminescence, 24 h; AID 2825, 2010; inhibition, % at 10 µM;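 active means inhibition of 50% or more; inactive means inhibition below 50%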;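 further: plate controls were induced DMSO wells for no effect and uninduced yeast grown without galactose for full effect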
# Active calls of the source: *; x = not tested or not shown. Rows were taken by chance; overall some 8.2% were active at least once.
# Start of the listing, in advance (two entries):
SMILES,TIM10 inh,NR3A LBD binder,Mdm2 MdmX PPI,UPR CHOP act,tim10-1 inh,APJ ag,tim23-1 inh,UPR XBP1 act,NLRP3 yeast inh
CCOC(=O)C1=C(C)N(C)C(=O)NC1c1cccc([N+](=O)[O-])c1 (stereo unspecified),11.5,-0.6,-12.6,0.8,4.6,2.0,13.4,0.4,6.1
O=C(NCC(c1ccco1)N1CCN(c2ccc(F)cc2)CC1)c1ccco1 (stereo unspecified),-6.3,0.5,16.9,-1.3,-8.1,-5.6,5.9,-0.9,0.3

# Main list, repeating the preview:
SMILES,TIM10 inh,NR3A LBD binder,Mdm2 MdmX PPI,UPR CHOP act,tim10-1 inh,APJ ag,tim23-1 inh,UPR XBP1 act,NLRP3 yeast inh
CCOC(=O)C1=C(C)N(C)C(=O)NC1c1cccc([N+](=O)[O-])c1 (stereo unspecified),11.5,-0.6,-12.6,0.8,4.6,2.0,13.4,0.4,6.1
O=C(NCC(c1ccco1)N1CCN(c2ccc(F)cc2)CC1)c1ccco1 (stereo unspecified),-6.3,0.5,16.9,-1.3,-8.1,-5.6,5.9,-0.9,0.3
Cc1ccc(-c2csc(NCCn3c(-c4ccncc4)nc4ccccc43)n2)cc1,-3.8,-4.5,20.5,-0.3,33.4,11.5,-1.8,7.7,5.8
CSc1nc(-c2cccs2)c(C#N)c(=O)[nH]1,13.8,5.0,-3.1,0.5,7.8,-3.1,9.6,3.8,9.6
c1ccc(OCc2nn3c(Cn4cnc5ccccc54)nnc3s2)cc1,8.0,1.5,-10.1,0.4,1.5,-4.1,13.0,-2.3,8.3
CCCCn1c(Oc2ccc(C(=O)OC)cc2)nc2c1c(=O)n(C)c(=O)n2C,11.6,-3.1,1.2,-0.9,31.3,2.4,23.6,-1.1,17.0
Cc1sc2nc(CSCC(=O)NC3CCCCC3)[nH]c(=O)c2c1C,-0.4,-0.5,-2.5,0.4,5.1,-10.1,-2.5,0.2,25.2
CC1CC(C)CN(CC(C)(C)NS(=O)(=O)c2ccccc2)C1 (stereo unspecified),6.1,-1.1,-0.5,-0.8,3.7,-1.8,10.6,-1.0,24.7
CCN(CC)S(=O)(=O)c1ccc(-c2nnc(SCC(=O)N3CCc4ccccc43)o2)cc1,3.9,-1.5,74.7*,69.9*,-16.0,2.6,1.8,209.3*,20.0
CNC(=O)[C@@]1(C)C=C[C@@H](Cc2ccccc2)N1C(=O)OC,-2.0,-0.6,-10.9,2.4,-7.6,-2.7,4.3,0.7,15.9
O=C(Nc1ccc(Oc2ccc(Br)cc2)cc1)C1=CC=CN2CCS(=O)(=O)N=C12,-6.4,1.4,29.0,-1.6,-7.6,1.1,-5.0,2.4,12.3
CCOC(=O)c1c(NC(=O)CCC(=O)N2CCOCC2)sc2c1CC(C)(C)OC2,11.7,-0.8,12.5,-1.6,23.3,-3.6,3.4,-3.2,-1.8
COc1ccccc1NC(=S)N/N=C1\CC(C)(C)Oc2ccc(O)cc21,19.3,-10.0,20.4,0.6,8.8,0.7,5.8,-1.8,37.0
COc1cc(C(=S)N2CCOCC2)cc(OC)c1OS(=O)(=O)c1ccc(C)cc1,0.0,-0.7,-2.5,0.1,6.5,-3.5,19.6,0.3,4.0
COCCOc1cnn(-c2cc(Oc3ccc(C)cc3)ncn2)c(=O)c1Cl,13.0,0.1,30.1,-0.7,-1.8,-4.1,4.4,-1.7,14.9
COc1ccc2c(Cl)c(C(=O)NCCCn3ccnc3)sc2c1,-9.9,-0.1,2.2,4.4,3.0,-5.3,4.9,-0.4,18.4
CCN(CC)C(=O)C(=O)c1cccn1-c1cccc(-n2cccc2C(=O)C(=O)N(CC)CC)c1C#N,5.5,1.4,3.3,-2.3,11.3,-2.2,7.0,-1.8,9.5
Cc1ccc(NC(=S)Nc2cccc(-c3n[nH]c(=S)o3)c2)cc1,-5.6,2.2,-2.6,1.4,11.3,-2.6,13.5,2.4,37.8
CCOC(=O)C1=C(COc2ccccc2)NC(=O)NC1c1cccc([N+](=O)[O-])c1 (stereo unspecified),5.5,0.0,18.3,0.7,12.1,-4.4,14.0,-1.5,13.0
COC(=O)c1c(N)c2ccccc2[nH]c1=O,8.6,-0.4,10.0,-0.5,3.2,1.5,5.6,-1.0,4.3
O=S(=O)(c1cc(Cl)ccc1Cl)n1nnc2ccccc21,-6.3,3.1,-9.5,-0.5,-0.8,-4.5,-7.2,-1.1,4.6
COc1ccc([N+](=O)[O-])cc1NC(=O)c1cccnc1,1.9,-1.2,8.1,-1.6,-8.4,-3.9,0.0,-3.7,14.0
COc1ccc(CCNS(=O)(=O)c2ccc3c(c2)OCCO3)cc1OC,-7.0,-1.5,6.4,-1.7,15.8,-1.3,17.7,-2.7,7.7
COc1ccc(C(=O)OCC(=O)NC2CC2)cc1S(=O)(=O)Nc1ccc(C)cc1,-3.1,-0.3,-26.7,-0.7,15.3,-1.2,-5.2,-0.4,-6.1
CSc1ccc(C(=O)C2CCCN(C(=O)c3nonc3C)C2)cc1 (stereo unspecified),-6.7,1.9,-19.3,2.1,23.1,-0.6,18.9,-3.7,11.3
COc1ccccc1C(=O)NCCC(=O)NCC(c1ccccc1)N(C)C (stereo unspecified),-0.9,0.1,21.8,0.7,-3.6,-4.5,3.1,-10.0,21.3
Cn1c(COc2ccc(Cl)cc2)nnc1SCC(=O)NC1CC1,1.6,-0.2,15.2,-0.7,16.3,-3.4,2.2,-0.9,12.5
C=CCOC(=O)C1=C[C@H](c2csc3ccccc23)[C@@H](CCCO)[C@H](OCC)O1,21.7,1.8,27.1,0.9,23.3,-2.7,17.7,-4.5,14.8
COCCOC1CCN(C(=O)C2CCC(=O)N(CCc3cccc(F)c3)C2)CC1 (stereo unspecified),-0.4,-1.0,-13.4,1.8,-1.7,4.3,-0.3,-8.6,11.6
O=C1C(=O)N(CCCn2ccnc2)C(c2ccc(Br)cc2)/C1=C(\O)c1ccc2c(c1)OCCO2 (stereo unspecified),1.5,0.8,26.7,3.1,-7.4,4.9,4.0,-3.4,40.9

# The closing 2 entries of the part before are carried over, then new ones follow.
SMILES,TIM10 inh,NR3A LBD binder,Mdm2 MdmX PPI,UPR CHOP act,tim10-1 inh,APJ ag,tim23-1 inh,UPR XBP1 act,NLRP3 yeast inh
COCCOC1CCN(C(=O)C2CCC(=O)N(CCc3cccc(F)c3)C2)CC1 (stereo unspecified),-0.4,-1.0,-13.4,1.8,-1.7,4.3,-0.3,-8.6,11.6
O=C1C(=O)N(CCCn2ccnc2)C(c2ccc(Br)cc2)/C1=C(\O)c1ccc2c(c1)OCCO2 (stereo unspecified),1.5,0.8,26.7,3.1,-7.4,4.9,4.0,-3.4,40.9
COc1ccc2nc(SCc3nc(N)nc(Nc4ccccc4)n3)[nH]c2c1,1.3,7.6,0.0,-0.4,0.1,2.4,3.7,4.4,1.5
CCOC(=O)c1c(-c2ccccc2)oc2ccc(OCC(N)=O)cc12,0.5,1.7,24.0,2.8,18.7,-0.5,23.0,2.0,18.5
COc1ccccc1-c1nnc(SCC(=O)NCc2cccs2)n1N,-8.4,-0.1,12.6,-0.5,7.9,-0.4,-3.6,-0.6,10.7
O=C(NCCCN1CCOCC1)c1cc(-c2ccc(Br)cc2)on1,-31.5,1.3,16.4,-2.7,4.3,-0.9,-3.7,1.7,20.0
CCCCCC(=O)Nc1cccc(C2=NOC3(C2)C[C@@H](C(N)=O)N(C(=O)c2ccc(Cl)cc2)C3)c1 (stereo partly specified),17.8,-17.8,-1.3,0.2,-3.7,6.5,16.2,-0.3,-6.4
COc1ccc(-c2noc(CCCC(=O)NCC3CCCO3)n2)cc1 (stereo unspecified),5.5,-4.6,5.0,-2.9,2.8,-1.9,8.9,-8.3,4.8
O=C(COc1ccccc1)N=C1SC2CS(=O)(=O)CC2N1c1ccccc1F (stereo unspecified),2.6,-7.8,5.0,-0.2,-6.0,-0.8,-11.2,3.9,6.0
COC(=O)[C@@]1(Cc2ccccc2)[C@H]2C(=O)N(C)C(=O)[C@H]2[C@H]2CN=C(SCC(=O)c3ccccc3)N21,-11.8,0.3,36.6,1.0,20.0,x,37.4,1.2,x
COc1ccc(/C=C/C(=O)O)cc1S(=O)(=O)NC1CCS(=O)(=O)C1 (stereo unspecified),5.2,1.1,19.7,-0.7,-8.6,-1.2,10.8,1.1,-3.5
CCOCCCNC(=O)c1cc2c(=O)n3ccccc3nc2s1,-1.6,-0.7,6.1,3.8,1.2,-1.8,1.5,1.7,-2.9
Fc1ccc(-n2nnc(-c3ccnc4ccccc34)n2)cc1,6.7,0.9,-140.9,7.6,12.3,6.5,19.1,2.9,14.3
Cc1nc(CNS(=O)(=O)c2cc(C)c(C)cc2C)cs1,8.3,-1.0,14.6,-0.4,8.6,-3.8,13.1,1.5,20.2
O=c1[nH]cnc2c([N+](=O)[O-])cccc12,2.1,3.5,-0.9,1.6,1.5,-1.5,-1.5,1.4,-2.9
O=C(Cn1cc(C(=O)c2ccco2)c2ccccc21)NC1CCCCC1,15.9,-1.2,-19.2,0.9,14.2,-4.2,13.8,-2.4,8.3
COc1ccc(CC(=O)OCC(=O)N(CC(C)C)c2c(N)n(Cc3ccccc3)c(=O)[nH]c2=O)cc1,3.9,-1.3,12.3,-0.9,8.4,0.9,7.7,1.6,-1.8
CCCn1c(SC(C(=O)Nc2cccc(OC)c2)c2ccccc2)nc2ccccc2c1=O (stereo unspecified),0.3,2.9,-10.1,-0.4,-2.0,-0.1,-0.7,0.1,-1.5
O=C(c1cccs1)N(Cc1ccccn1)Cc1ccco1,13.9,-0.2,4.3,-0.7,7.7,2.0,15.4,2.9,-1.4
N#Cc1c(N)n(CCNC(=O)c2cccs2)c2nc3ccccc3nc12,2.0,0.1,21.1,-1.5,3.8,-1.5,-1.5,3.8,5.5
O=C(O)c1ccc(OCC(O)Cn2cnc3ccccc32)cc1 (stereo unspecified),-0.8,1.4,-27.9,-1.4,10.7,2.5,6.9,0.0,8.0
Cc1oc(S(=O)(=O)N2CCCC2)cc1C(=O)Nc1ccc(F)cc1,4.3,0.9,9.8,0.4,19.5,-2.0,-7.1,-0.9,18.2
Cc1ccccc1CN1C[C@@H]2C[C@@H](c3cnc(N4CCOCC4)s3)N3CCC[C@@]23C1=O,5.0,0.4,28.0,-1.1,6.6,2.3,4.6,-1.8,17.3
Cc1ccc(C2(c3noc(CN(C)Cc4cnn(C)c4)n3)CCCC2)cc1,13.5,-0.2,-9.8,-1.0,28.3,-0.8,17.6,-3.6,6.0
